CCT chaperon mod: High-Throughput Screening for Modulators of Cytosolic Chaperonin Activity. purified chaperonin ATPase assay, HTRF ADP detection, 30 min. activity change, % (concentration not given with the values), hits read low. 360,000 compounds, 0.3% hits; in the data active = activity change below about -30%; note: % is set by controls: 0 for no effect and ±100 for the full control effect
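TRiC at 40 or 20 nM final (batch-dependent) in 30 mM Tris pH 7.4, 100 mM KCl, 5 mM MgCl2, 1 mM DTT, with compound at single 76 uM and 10 uM ATP, 30 min at 37 deg C. ADP detected by HTRF Transcreener, 665/615 ratio.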
WRN helicase inh: qHTS for Inhibitors of WRN Helicase. WRN helicase unwinding, fluorescent forked duplex, kinetic. Potency, µM (series often up to 114 µM), without a hit: at the highest dose activity change, negative = inhibition, actives largely listed as inhibitors. Bifunctional 3'-5' exonuclease/ATP-dependent helicase WRN (Homo sapiens), Q14191. 360,000 compounds, 0.46% hits; note: potency is the fitted concentration of half-maximal effect; % is set by controls: 0 for no effect and ±100 for the full control effect; nearly all actives have a fitted effect of over 55% in size
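Screening of the MLSMR collection measured strand separation of a quenched forked DNA duplex (100 nM) by 20 nM WRN with 2 mM ATP, all final. Compounds were preincubated with enzyme 15 min at room temperature.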
EPAC2 antag: qHTS for Antagonist of cAMP-regulated guanine nucleotide exchange factor 2 (EPAC2): primary screen; EPAC2 GEF exchange of Rap1B-BODIPY-GDP, fluorescence; Potency, µM (top dose mostly 114 µM), inactives show top-dose activity, negative = inhibition, hits mostly inhibitors; 360,000 compounds, 0.18% hits; note: potency is the fitted concentration of half-maximal effect; % is set by controls: 0 for no effect and ±100 for the full control effect; nearly all actives have a fitted effect of over 45% in size; many of its hits are not listed in these tables
PLK1 PBD block: qHTS for Inhibitors of PLK1-PDB (polo-like kinase 1 - polo-box domain): Primary Screen | 360,000 compounds, 2.8% hits | Potency, µM, for inactives: max response, negative = inhibition, hits mostly inhibitors | Plk1 PBD binding of FITC phosphopeptide, fluorescence polarization | Serine/threonine-protein kinase PLK1 (Homo sapiens), P53350; note: potency is the fitted concentration of half-maximal effect; series mostly up to about 57 µM; % is set by controls: 0 for no effect and ±100 for the full control effect; nearly all actives have a fitted effect of over 65% in size
Target sequence (P53350 whole entry, looked up, the tested form may be a part): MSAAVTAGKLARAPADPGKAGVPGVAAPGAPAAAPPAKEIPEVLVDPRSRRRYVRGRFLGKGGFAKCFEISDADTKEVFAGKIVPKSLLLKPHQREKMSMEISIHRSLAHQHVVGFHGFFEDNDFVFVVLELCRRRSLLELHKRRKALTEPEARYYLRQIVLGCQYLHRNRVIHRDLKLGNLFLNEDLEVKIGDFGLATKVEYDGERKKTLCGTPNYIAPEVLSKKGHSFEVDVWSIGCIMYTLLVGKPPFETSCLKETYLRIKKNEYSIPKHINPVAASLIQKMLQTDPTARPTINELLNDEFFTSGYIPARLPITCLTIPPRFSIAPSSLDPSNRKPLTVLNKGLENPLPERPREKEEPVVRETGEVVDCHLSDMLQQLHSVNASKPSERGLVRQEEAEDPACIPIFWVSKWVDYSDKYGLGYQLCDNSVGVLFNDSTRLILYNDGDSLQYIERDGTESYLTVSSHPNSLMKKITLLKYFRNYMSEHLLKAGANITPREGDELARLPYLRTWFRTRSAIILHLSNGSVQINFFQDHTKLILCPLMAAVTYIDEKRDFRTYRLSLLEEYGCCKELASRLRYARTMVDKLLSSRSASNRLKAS
MmCpn inh: Inhibitors of TCP-1 ring complex (TRiC) of Methanococcus maripaludis (MmCpn): qHTS; Chaperonin Mm-Cpn (Methanococcus maripaludis); 330,000 compounds, 0.031% hits; purified Mm-Cpn ATPase, ADP Transcreener TR-FRET; AID 504842, 2011; Potency, µM (top dose mostly 76.9 µM), without a hit: top-dose activity, negative = inhibition, usual class: inhibitors; note: potency is the fitted concentration of half-maximal effect; % is set by controls: 0 for no effect and ±100 for the full control effect; nearly all actives have a fitted effect of over 80% in size
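ATPase turnover read by TR-FRET ADP competition (Eu cryptate antibody/ADP-d2, 665/590 nm): 10uM ATP final, 25nM Mm-CPN final, 30 min 37degC after 10-min compound preincubation, pH 7.4 Tris/KCl/MgCl2/DTT buffer.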
PI5P4Ka inh: qHTS for Inhibitors of phosphatidylinositol 5-phosphate 4-kinase (PI5P4K) | max response, % | PI5P4Kalpha enzyme, ADP-Glo luminescence, 60 min; hits give low values | 330,000 compounds, 1.2% hits | Phosphatidylinositol 5-phosphate 4-kinase type-2 alpha (Homo sapiens), P48426; active = max response of -50% or lower; inconclusive = between -30% and -50%; inactive = -30% or higher; note: value at the top dose of about 77 µM; % is set by controls: 0 for no effect and ±100 for the full control effect
Target sequence (P48426 whole entry, looked up): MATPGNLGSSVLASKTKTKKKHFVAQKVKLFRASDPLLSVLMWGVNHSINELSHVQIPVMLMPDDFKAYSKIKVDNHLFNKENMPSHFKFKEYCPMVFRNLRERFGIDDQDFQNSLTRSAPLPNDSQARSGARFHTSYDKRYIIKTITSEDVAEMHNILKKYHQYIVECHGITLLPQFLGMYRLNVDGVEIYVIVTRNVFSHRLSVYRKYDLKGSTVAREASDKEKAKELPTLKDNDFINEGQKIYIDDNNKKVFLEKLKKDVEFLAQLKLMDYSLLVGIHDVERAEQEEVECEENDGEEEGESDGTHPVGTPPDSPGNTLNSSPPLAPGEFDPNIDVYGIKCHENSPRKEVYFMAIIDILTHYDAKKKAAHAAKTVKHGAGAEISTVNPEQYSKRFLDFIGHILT
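Luminescence from ADP-Glo served as readout of PI5P4Kalpha activity in a qHTS format. Reaction: enzyme, substrate, compound, ATP at 5 microM final, 60 min at RT.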
EPAC1 ag: qHTS for Agonist of cAMP-regulated guanine nucleotide exchange factor 3 (EPAC1): primary screen; Potency, µM (doses to about 154 µM), for the others: at the highest dose activation, hits mostly activators; Rap guanine nucleotide exchange factor 3 (Homo sapiens), O95398; EPAC1 agonist qHTS, biochemical assay; response scale: 100% = response to 6.5 mM cAMP; 360,000 compounds, 0.073% hits; note: potency is the fitted concentration of half-maximal effect; nearly all actives have a fitted effect of over 60% in size
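EPAC1 100 nM, Rap1B–BODIPY-GDP 250 nM, unlabeled GDP 50 uM; compound titration; 5 min RT; kinetic read ex480/em540 at 5-min intervals ×30 min; data normalized to 6.5 mM cAMP agonist control.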
EPAC1 antag: qHTS for Antagonist of cAMP-regulated guanine nucleotide exchange factor 3 (EPAC1): primary screen; 360,000 compounds, 0.14% hits; AID 720709, 2013; Rap guanine nucleotide exchange factor 3 (Homo sapiens), O95398; EPAC1 GEF assay, Rap1b-BODIPY-GDP exchange fluorescence; Potency, µM (series often up to 115 µM), for the others: top-dose activity change, negative = inhibition, actives largely listed as inhibitors;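 note: potency is the fitted concentration of half-maximal effect; plate controls were vehicle for no effect and positive control for full effect; nearly all actives have a fitted effect of over 50% in size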
* = called active by the depositor; ? = inconclusive; / = no result given; [ ] = remark or other dose. Unless noted, calls come from the whole dose curve; as a rule, active = well fitted curve in the direction sought with a large enough effect; inconclusive = small, poorly fitted or top-dose-only effect, or another doubt; inactive = no such curve, though single readings can be large; an effect the other way counts as inactive or inconclusive.

SMILES | CCT chaperon mod | WRN helicase inh | EPAC2 antag | PLK1 PBD block | MmCpn inh | PI5P4Ka inh | EPAC1 ag | EPAC1 antag
Cc1ccc(S(=O)(=O)N2C[C@H]3[C@H]4C(=O)N(c5ccccc5)C(=O)[C@H]4C[C@H](OC(=O)NCC4CCCCC4)[C@@]3(O)C2)cc1 | -1.8 | -6% | -4% | -19% | / | 1 | -6% | -8%
Cc1cc(OC(=O)c2ccccc2)c([N+](=O)[O-])c(=O)[nH]1 | -10 | 0% | 1% | 2% | 2% | -1 | 0% | 8%
CCOC(=O)c1c(C)[nH]c(C=Nc2ccc(OC)cc2)c1O | 0.3 | -34% | -6% | -10% | -2% | 3 | 8% | -2%
O=C(Nc1ccc2oc(-c3cccnc3)nc2c1)c1ccc(Br)o1 | 0.6 | -12% | 3% | -16% | 0% | 3 | -2% | 8%
CCCCn1c(N)c(N(CC)C(=O)c2ccc(Cl)c([N+](=O)[O-])c2)c(=O)[nH]c1=O | -3.4 | 1% | -5% | -6% | -2% | 7 | 7% | 2%
CN(C)S(=O)(=O)c1ccc(C(=O)NN2C(=O)NC3(CCCCC3)C2=O)cc1 | 0.4 | 8% | 12% | -1% | 1% | 7 | 0% | -9%
Cc1ccc(S(=O)(=O)N(CCC#N)CCN2CCCC2)cc1 | -0.7 | -2% | 5% | -6% | 0% | 2 | 14% | -13%
COC(=O)CSc1nnc(CNS(=O)(=O)c2ccc(Br)cc2)n1C | 1.6 | -20%[57.1 µM] | 2% | -3% | -1% | 0 | 7% | -22%
N#C/C(=C1\CCCN1)c1nc(-c2ccccc2)cs1 | -4.3 | -23% | -4% | -4% | -16% | / | 18% | -20%
Cn1c(CN2CCN(S(C)(=O)=O)CC2)nc2cc([N+](=O)[O-])ccc21 | -1.6 | 1% | 7% | -11% | -2% | 0 | 1% | -15%
OCCc1c[nH]c2ccc(OCc3ccccc3)cc12 | 0.5 | 7% | -1% | -6% | -2% | -5 | -7% | 8%
O=C1CN(C(=O)COC(=O)Cc2ccsc2)c2ccccc2N1 | -1.4 | 2% | 2% | -7% | -3% | 8 | 13% | 9%
CC(C)C(=O)Nc1nc2c(ncn2C2CC(O)C(CO)O2)c(=O)[nH]1 (stereo not given) | -1.5 | 6% | 6% | -10% | 0% | -3 | 2% | 15%
Cc1ccc(C)c(C(=O)COC(=O)CCCC(=O)Nc2cc(C(F)(F)F)ccc2Cl)c1 | 0.3 | -5% | 0% | 6% | 0% | 24 | -9% | -11%
Cc1cc(C)nc(SCCCNCc2c(F)cccc2Cl)n1 | -3.1 | 1% | -7% | 1% | 1% | 1 | 13% | 9%
COc1cc(NC(=O)CCN2CCN(C/C=C/c3ccccc3)CC2)cc(OC)c1 | -0.9 | -2% | 5% | 0% | 0% | 0 | -2% | -11%
Cc1c(CNCCc2ccc(Cl)cc2)c(C(=O)O)c(C)n1Cc1ccccc1 | -1.9 | -1% | -11% | -1% | -2% | -3 | -3% | 4%
CCOC(=O)c1cc(NC(=O)c2ccc(OC)cc2)c(=O)oc1-c1ccccc1 | 0.5 | -4% | -8% | -3% | -1% | -2 | -4% | -1%
CC1(C(=O)NS(=O)(=O)c2cccc(Cl)c2)CCN1C(=O)c1ccccc1 (stereo not given) | -3.2 | 3% | 5% | -12% | / | -1 | 7% | 3%
CC(=O)N/C(=C\c1ccccc1)C(=O)OCC(=O)c1c(N)n(CC(C)C)c(=O)n(C)c1=O | -0.1 | 1% | 5% | -1% | -2% | -3 | -6% | 12%
CC(=O)Nc1ccc(S(=O)(=O)NCCC(=O)N2CCN(C(c3ccccc3)c3ccccc3)CC2)cc1 | 0.8 | ? | -2% | -18% | 1% | 3 | 7% | -25%
O=C(Oc1ccc(C(=S)N2CCOCC2)cc1)c1ccccc1[N+](=O)[O-] | -1.7 | -6%[11.6 µM] | 0% | -7% | -1% | -6 | -1% | 16%
CS(=O)(=O)N(CC(=O)Nc1ccccc1C(=O)N1CCOCC1)c1cccc([N+](=O)[O-])c1 | 0.0 | -18% | 1% | 5% | 1% | 0 | 10% | 4%
O=C(Nc1ccccc1Cc1ccccc1)C1CC(=O)N(c2ccc3c(c2)OCCO3)C1 (stereo not given) | -1.2 | -6% | -6% | -1% | -2% | / | -12% | -12%
COc1cc(C(=O)NC2=NCCS2)cc(OC)c1OC | -0.8 | -5% | -2% | -4% | -1% | -2 | 3% | 5%
CCCc1cc(=O)oc2cc(OCC(=O)NCC(O)c3ccccc3)ccc12 (stereo not given) | 0.4 | 2% | 2% | 7% | -1% | -4 | -1% | -4%
CCOc1cc(CNc2ccccc2)cc(Br)c1OCC(=O)NC(C)(C)C | 0.0 | -27% | ? | -22% | 1% | / | 7% | ?
Cc1ccc(NC(=O)CSc2nn3c(=O)c(C)nnc3s2)cc1Cl | -4.2 | -24% | 0% | -18% | 2% | 1 | -17% | -13%
N#C/C(=C\c1ccccc1C(=O)O)c1nc2ccccc2[nH]1 | 1.1 | 3% | 4% | -2% | -2% | -2 | -6% | -11%
CC(=O)C1=C(N2CCCCC2)CCC1=O | -0.8 | 10% | 15% | ? | 2% | -10 | -5% | -9%
CC(=O)c1nn(-c2cccc(C(F)(F)F)c2)c(=O)[nH]c1=O | -4.0 | -8% | -4% | 0% | 0% | -13 | -6% | -5%
Cc1c(C)n(C)c2ccc(C(=O)NCCCN3CCCCC3)cc12 | 0.6 | -17% | 3% | -8% | 0% | 2 | 5% | -4%
Cc1ccccc1C(=O)NNC(=O)C(C)N1C(=O)c2ccccc2C1=O (stereo not given) | 1.7 | -14% | 6% | -7% | 2% | / | 8% | 0%
Cc1cc(OCc2cc(C(=O)NC3CCC3)no2)cc(C)c1Cl | 0.4 | -5% | -2% | -16% | -2% | 2 | 2% | -29%
CC(C)CN1C(=O)c2ccc(NC(=O)Cc3ccccc3)cc2C1=O | -3.2 | 6% | -18% | -7% | 0% | 3 | 3% | -8%
CCOc1ccccc1NC(=O)C(Sc1ccccc1)c1ccccc1 (stereo not given) | 2.1 | -2% | -5% | 21µM* | 2% | 2 | -1% | -18%
CCN=c1scc(-c2ccccc2)n1/N=C/c1ccccn1 | -2.9 | -4% | -17% | -10% | 1% | 1 | 12% | ?
O=C(C1CCCC1)N1CCN=C1SCc1cccc([N+](=O)[O-])c1 | 1.5 | -8% | -5% | -7% | -11% | 4 | 7% | 7%
O=C(NC1CCCC1)C(c1cccs1)N(CC1CCCO1)C(=O)Cc1cccs1 (stereo not given) | 1.7 | -5% | 6% | -8% | -2% | -11 | 4% | 1%
Cc1noc(C)c1COc1ccc(C(=O)Nc2cccnc2)cc1 | -1.6 | -22% | -3% | -11% | -2% | -14 | 1% | -16%
Cc1noc(C)c1NC(=O)Nc1cccc2c1O[C@@H](CN(C)C)[C@@H](C)CN([C@H](C)CO)C2=O | -4.0 | 0% | -3% | -15% | 3% | -4 | 11% | 5%
CCn1c(=O)c([N+](=O)[O-])c(NC2CCS(=O)(=O)C2)c2ccccc21 (stereo not given) | -0.4 | -14% | 10% | -6% | -1% | 2 | 6% | 5%
COc1cccc(CN2CC(C(=O)NCc3ccc(C)c(F)c3)CCC2=O)c1 (stereo not given) | 0.5 | -21% | 0% | -10% | 1% | 3 | -25% | 2%
COc1ccc2nc(-c3ccccc3)cc(C(=O)OCC(=O)N3CCCCC3)c2c1 | 0.3 | -31% | -6% | -1% | -8% | -8 | 10% | -11%
O=C(CCc1ccc(S(=O)(=O)N2CCOCC2)cc1)OCC(=O)c1ccccc1F | 0.6 | 1% | 0% | 0% | -1% | -10 | -4% | -11%
O=C(NCCCN1CCOCC1)C(=O)N/N=C/c1ccc2c(c1)OCO2 | -1.9 | -21% | -1% | ? | 1% | -7 | 1% | 9%
COc1cc2nncc(SC)c2cc1OC | -0.8 | -3% | -4% | -1% | / | 0 | 12% | 17%
Cc1ccc(NC(=O)CSCC(=O)Nc2nnc(C)s2)cc1 | -1.1 | 12% | 5% | -11% | 1% | 0 | 4% | 5%
COc1cc2c(cc1OC)C1(NCC2)C(=O)Nc2ccccc21 (stereo not given) | -3.4 | 5% | -1% | -5% | 1% | / | 6% | 3%
CC/C(=N/Nc1ccccc1Cl)c1cnnc(-c2ccccc2)n1 | -1.4 | -1% | -4% | -7% | 1% | -1 | 7% | -6%

Sorted by the number under PI5P4Ka inh (rising): three of the compounds above.
mol	PI5P4Ka inh
O=C(NCCCN1CCOCC1)C(=O)N/N=C/c1ccc2c(c1)OCO2	-7
Cn1c(CN2CCN(S(C)(=O)=O)CC2)nc2cc([N+](=O)[O-])ccc21	0
Cc1ccc(C)c(C(=O)COC(=O)CCCC(=O)Nc2cc(C(F)(F)F)ccc2Cl)c1	24

Next section
SMILES | CCT chaperon mod | WRN helicase inh | EPAC2 antag | PLK1 PBD block | MmCpn inh | PI5P4Ka inh | EPAC1 ag | EPAC1 antag
CSC1=Nc2sc3c(c2C2=NCCN12)CC(C)(C)OC3 | 1.5 | 4% | -2% | 0% | / | -1 | -2% | 6%
Cc1cccc(C(=O)OCC(=O)NCCN2C(=O)CSC2=O)c1[N+](=O)[O-] | -1.2 | 3% | 17% | 2% | 0% | 1 | 1% | -7%
CCN(C(=O)c1cc2c(=O)[nH]c3ccc(C)cc3c2s1)c1ccc(F)cc1 | -2.4 | 2% | 1% | ? | 0% | -7 | -16% | 1%
NC(Cc1ccc(F)cc1)c1csc(Nc2cc(Oc3ccccc3)ncn2)n1 (stereo not given) | 0.1 | -3% | 17% | -1% | / | 1 | 1% | -2%
C=CCN1C(=O)C2(OCCCO2)c2cc(Cl)ccc21 | -0.3 | 4% | -25% | -3% | 1% | -4 | 11% | -19%

A few values from the results shown.
`COc1cc(NC(=O)CCN2CCN(C/C=C/c3ccccc3)CC2)cc(OC)c1` @ PI5P4Ka inh = 0
`CC/C(=N/Nc1ccccc1Cl)c1cnnc(-c2ccccc2)n1` @ EPAC1 antag = -6%

These rows are one share of the data; the hit share may differ from the screen's.
